SUMO HTRF inh: inhibitors of human SUMOylation (UBC9) | P63279 | HTRF SUMOylation assay, SAE1/SAE2 + UBC9, in vitro | inhibition, % at 35 µM | hit rate 0.36% among 290,000 | AID 2006; in the data active = inhibition above about 50%, passing the limit was not always enough; also: strong numbers were not always called active
Target sequence (P63279 whole entry, looked up): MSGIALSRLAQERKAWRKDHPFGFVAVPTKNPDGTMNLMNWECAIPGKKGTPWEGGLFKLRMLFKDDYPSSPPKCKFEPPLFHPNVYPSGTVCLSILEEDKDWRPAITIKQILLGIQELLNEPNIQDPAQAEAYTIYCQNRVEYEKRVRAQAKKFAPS
MEKK3 PB1 HTS: MEKK3-MEK5 PB1 interaction, increase or decrease | Q99759 | bead-based flow cytometry, Alexa488-MEK5 binding to MEKK3; actives lie on both sides; 0 = blocked by unlabeled MEK5, 100 = vehicle | binding response (% of control), % at 10 µM | hit rate 1.4% among 290,000;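 active = binding response more than 3 SD above or below the average of its plate-row segment, actives on both sides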;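 also: Alexa488 bead fluorescence after subtracting the streptavidin-only scavenger bead signal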
HCV NS3 hel inh: HCV NS3 helicase inhibition; NS3 helicase DNA unwinding, Cy5 molecular beacon fluorescence; inhibition, % at 10.9 µM; hit rate 0.56% among 290,000; AID 1800;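 active = inhibition above the mean of all tested compounds plus 3 SD, set per campaign, cut at about 35% in these data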;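 also: 0% = DMSO wells and 100% = thioflavine S control wells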
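Material: hepatitis C virus NS3 helicase domain fragment enzyme; measured by: Cy5 fluorescence, 0 and 60 min reads; control set: DMSO and thioflavine S; incubation: 60 min unwinding reaction at 25 °C after ATP addition; read-out basis: % inhibition from 60/0 min fluorescence ratio, DMSO 0%, thioflavine S 100%; repeats: singlicate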
CRFR2-BP ag: CRF-BP/CRF-R2 complex agonism. HEK293 CRF-R2/CRF-BP, calcium dye fluorescence (FLIPR); percent of saturating CRF peptide response. activation, % at 13.2 µM. hit rate 0.46% among 350,000. AID 588473;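 active = activation of at least 50%, plus an integration ratio under a set limit after plate pattern correction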;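 also: plate controls were neutral control wells without compound for no effect and CRF at EC100 for full effect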
GalR3 antag: human GalR3 antagonism | HEK293 GalR3-CNG cAMP membrane potential fluorescence; galR3 body fused to GalR1 C-terminus | hit rate 0.44% among 360,000 | inhibition, % at 3 µM | O60755 | AID 651719;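 active = inhibition above the screen-wide average plus 3 SD, cut at about 13% in these data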;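 also: forskolin and galanin both at EC90 stimulate the cells; cAMP rise reported by CNG channel membrane potential dye signal; 0% = forskolin plus galanin with DMSO and 100% = forskolin alone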
Target sequence (O60755 1-299 limits assumed): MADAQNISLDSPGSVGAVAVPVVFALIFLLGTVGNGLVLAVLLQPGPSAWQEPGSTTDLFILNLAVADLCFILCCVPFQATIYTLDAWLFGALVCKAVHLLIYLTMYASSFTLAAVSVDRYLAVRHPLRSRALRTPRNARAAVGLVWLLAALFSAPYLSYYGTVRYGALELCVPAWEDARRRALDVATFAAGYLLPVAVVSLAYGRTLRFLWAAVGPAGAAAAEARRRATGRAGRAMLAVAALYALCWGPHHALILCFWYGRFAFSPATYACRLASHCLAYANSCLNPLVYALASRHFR
MEKK2wt PB1 HTS: raises or lowers MEK5 binding to wildtype human MEKK2 PB1 domain | Q9Y2U5 | bead flow cytometry, Alexa488-MEK5 binding to MEKK2 WT; actives lie on both sides | binding response (% of control), % at 10 µM | hit rate 1.1% among 290,000 | AID 1531; in the data active = binding response below about 67% or above about 130%
DNA FID counter: fluorescent intercalator displacement, NS3 helicase counter-screen; DNA fluorescent intercalator displacement, fluorescence; inhibition, % at 7.9 µM; hit rate 0.17% among 290,000; AID 1845; in the data active = inhibition above about 37%;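 also: 0% = vehicle and 100% = reference compound; higher means more ethidium bromide displaced from hairpin DNA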
CRFR2-BP antag: antagonists of CRF-binding protein/CRF-R2 receptor complex | HEK293 CRF-R2/CRF-BP, CRF-induced calcium fluorescence | inhibition, % at 11.8 µM | hit rate 0.59% among 350,000;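 active = inhibition of the ligand-induced calcium signal above about 50% at the single tested concentration, limit read from the data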
MEKK2 mut-MEK5: signal of MEK5 binding to mutant human MEKK2 PB1 domain; percent response, % at 10 µM; hit rate 0.35% among 290,000; bead flow cytometry, Alexa488-MEK5 binding to MEKK2 mutant; in the data active = percent response above about 24%, passing the limit was not always enough; also: inactives centre near 1; some results filed as inactive read as strong as hits
Active calls of the source: *; . = not tested or not shown; [ ] = dose if it differs, or a comment. An excerpt (hit frequency here may not be typical).

1	CCOc1ncccc1C(=O)NCCCSc1ccccc1
2	CN1CCN(c2nc(Nc3ccccc3)nc(N)c2[N+](=O)[O-])CC1
3	CCc1cccc(C)c1NC(=O)N(C)C1CCCCC1
4	COc1ccc(Oc2ncnc3c2ncn3Cc2ccccc2)cc1
5	COc1ccc(/C=C2/SC(=O)N(CCC(=O)Nc3ccc(C)cc3)C2=O)cc1OC
6	CS(=O)(=O)N1CCc2cc(C(=O)N3CCN(c4ccccc4F)CC3)ccc21
7	C=Cn1c(N2CCOCC2)nc2c1c(=O)[nH]c(=O)n2C
8	Cc1cc(C)nc(N2CCCC(C(=O)NCCC3=CCCCC3)C2)n1 (stereo unspecified)
9	Cc1ccc(NC(=O)C2CCCN(S(=O)(=O)c3cnc[nH]3)C2)cc1C (stereo unspecified)
10	CCOC(=O)C1CCN(S(=O)(=O)c2ccc3c(c2)CCN3C(=O)C2CCC2)CC1
Screen / compound no.	1	2	3	4	5	6	7	8	9	10
SUMO HTRF inh	-13	3	-5	17	-3	9	3	8	12	6
MEKK3 PB1 HTS	104	106	102	104	97	104	100	98	110	106
HCV NS3 hel inh	0	-19	-1	-5	1	2	-5	-8	6	-6
CRFR2-BP ag	-2.1	-1.7	1.0	-2.7	.	-6.3	-1.0	0.1	0.3	-1.4
GalR3 antag	-10	1	-5	-1	-5	-5	-2	-3	3	.
MEKK2wt PB1 HTS	107	104	100	105	95	103	99	101	113	107
DNA FID counter	-21	4	-2	-16	19	-34	3	-4	-2	-37
CRFR2-BP antag	15	-22	-13	8	.	-2	-3	-13	5	8
MEKK2 mut-MEK5	4	-1	-3	7	-3	1	1	3	7	6

11	CCOC(=O)c1cnc2c(CC)cccc2c1NCCCN1CCOCC1
12	CCCCNC(=O)N(O)C1N(/N=C/c2ccccc2F)C(=S)SC1(C)C (stereo unspecified)
13	Cc1cccc(C(C)(C)C)c1OCCn1ccnc1
14	OC1=C(O)c2nc3ccccc3nc21
15	O=C(CSc1nc2ccc(Nc3nc(N4CCOCC4)nc(N4CCOCC4)n3)cc2s1)Nc1ccccc1Cl
16	CC(/C=C/c1ccccc1F)=N\NC(=O)c1cccc(F)c1
17	Cc1ccc(NC(=O)c2cc(F)c(F)cc2Cl)nc1
18	CCOC(=O)c1[nH]c2cc3c(cc2c1NC(=O)CN1CCCC1)OCO3
19	COc1ccc(N2CCN(S(=O)(=O)c3cn(C)c(=O)n(C)c3=O)CC2)cc1
20	O=S(=O)(c1ccc(-c2nnco2)cc1)N1CCCCC1
Screen / compound no.	11	12	13	14	15	16	17	18	19	20
SUMO HTRF inh	4	5	8	0	11	11	-12	19	-18	12
MEKK3 PB1 HTS	100	110	-1.0*[inhibitor]	90	99	100	93	97	93	110
HCV NS3 hel inh	16	-3	-1	-1	-12	-6	-3	3	6	6
CRFR2-BP ag	-2.0	0.8	-0.9	-0.6	0.2	0.3	0.0	-1.8	0.2	1.7
GalR3 antag	-9	-7	-5	.	-3	-7	-4	1	-1	-3
MEKK2wt PB1 HTS	106	105	-1.0*[inhibitor]	97	95	92	91	95	98	107
DNA FID counter	52*	-24	15	4	-14	-10	-1	-3	1	-4
CRFR2-BP antag	4	-5	-10	-5	9	-5	-2	-4	-1	-6
MEKK2 mut-MEK5	0	11	-21	2	-6	-13	-7	-1	-1	5

21	COc1ccccc1-c1nnc(NC(C)=O)s1
22	CC(C)c1ccc(NC(=O)CN2C(=O)NC3(CCCC3)C2=O)cc1
23	Cc1cc(C)c(S(=O)(=O)N2CCCCC2)cc1N(C)S(=O)(=O)c1ccc(Cl)cc1
24	Cc1cccc(CN2CCN(C(=O)CCc3nnc(C4CCCCC4)o3)CC2)c1
25	COc1ccc(-c2cc(C(=O)OCC(=O)Nc3ccc4c(c3)OCO4)c3ccccc3n2)cc1
26	Cc1ccccc1C(=O)NNC(=O)Nc1ccccc1
27	CCOC(=O)Cc1nnc(NC(=O)c2ccccc2OCC)s1
28	O=C(Nc1ccc(-c2nc3ccccc3s2)cc1)c1cc(-n2cnnc2)ccc1Cl
29	CCOc1ccc(-c2cccc(NC(=O)COc3ccc(Cl)cc3)c2)nn1
Screen / compound no.	21	22	23	24	25	26	27	28	29
SUMO HTRF inh	-16	-5	-22	-3	1	18	-2	27	26
MEKK3 PB1 HTS	101	103	106	91	109	103	94	107	104
HCV NS3 hel inh	6	-12	-14	3	-15	-6	-4	-26	-18
CRFR2-BP ag	6.4	-2.3	8.9	-1.0	-0.6	.	-1.7	4.2	0.1
GalR3 antag	0	-5	-6	1	1	-6	-1	-9	.
MEKK2wt PB1 HTS	107	105	105	86	128	97	97	99	104
DNA FID counter	0	-7	-17	-24	0	-1	-19	-23	-29
CRFR2-BP antag	-13	-8	20	13	-4	.	7	-22	26
MEKK2 mut-MEK5	1	2	1	-22	15	2	-3	2	10

Excerpt: nos. 14–26
14	OC1=C(O)c2nc3ccccc3nc21
15	O=C(CSc1nc2ccc(Nc3nc(N4CCOCC4)nc(N4CCOCC4)n3)cc2s1)Nc1ccccc1Cl
16	CC(/C=C/c1ccccc1F)=N\NC(=O)c1cccc(F)c1
17	Cc1ccc(NC(=O)c2cc(F)c(F)cc2Cl)nc1
18	CCOC(=O)c1[nH]c2cc3c(cc2c1NC(=O)CN1CCCC1)OCO3
19	COc1ccc(N2CCN(S(=O)(=O)c3cn(C)c(=O)n(C)c3=O)CC2)cc1
20	O=S(=O)(c1ccc(-c2nnco2)cc1)N1CCCCC1
21	COc1ccccc1-c1nnc(NC(C)=O)s1
22	CC(C)c1ccc(NC(=O)CN2C(=O)NC3(CCCC3)C2=O)cc1
23	Cc1cc(C)c(S(=O)(=O)N2CCCCC2)cc1N(C)S(=O)(=O)c1ccc(Cl)cc1
24	Cc1cccc(CN2CCN(C(=O)CCc3nnc(C4CCCCC4)o3)CC2)c1
25	COc1ccc(-c2cc(C(=O)OCC(=O)Nc3ccc4c(c3)OCO4)c3ccccc3n2)cc1
Screen / compound no.	14	15	16	17	18	19	20	21	22	23	24	25
SUMO HTRF inh	0	11	11	-12	19	-18	12	-16	-5	-22	-3	1
MEKK3 PB1 HTS	90	99	100	93	97	93	110	101	103	106	91	109
HCV NS3 hel inh	-1	-12	-6	-3	3	6	6	6	-12	-14	3	-15
CRFR2-BP ag	-0.6	0.2	0.3	0.0	-1.8	0.2	1.7	6.4	-2.3	8.9	-1.0	-0.6
GalR3 antag	.	-3	-7	-4	1	-1	-3	0	-5	-6	1	1
MEKK2wt PB1 HTS	97	95	92	91	95	98	107	107	105	105	86	128
DNA FID counter	4	-14	-10	-1	-3	1	-4	0	-7	-17	-24	0
CRFR2-BP antag	-5	9	-5	-2	-4	-1	-6	-13	-8	20	13	-4
MEKK2 mut-MEK5	2	-6	-13	-7	-1	-1	5	1	2	1	-22	15

26	Cc1ccccc1C(=O)NNC(=O)Nc1ccccc1
Screen / compound no.	26
SUMO HTRF inh	18
MEKK3 PB1 HTS	103
HCV NS3 hel inh	-6
CRFR2-BP ag	.
GalR3 antag	-6
MEKK2wt PB1 HTS	97
DNA FID counter	-1
CRFR2-BP antag	.
MEKK2 mut-MEK5	2

High-throughput results (PubChem BioAssay)
